Screens deposited in PubChem BioAssay by National Center for Advancing Translational Sciences (NCATS).
HP1b binding inh: HTS for Inhibitors of HP1-beta Chromodomain Interactions with Methylated Histone Tails; Chromobox protein homolog 1 (Homo sapiens), P83916; AlphaScreen HP1-beta / biotin-H3K9me3 peptide binding; Potency, µM (titrated, usually from 114 µM), for the others: top-dose activity change, negative = inhibition, hits mostly inhibitors; 390,000 tested, 0.56% active; note: nearly all actives have a fitted effect of over 70% in size; inactives centre near 23
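HP1-beta protein (50 nM final) preincubated 30 min at room temperature with biotinylated H3(1-18)K9me3 peptide (50 nM) in PBS pH 7.4, 0.01% Tween-20, then compound added for 30 min. AlphaScreen streptavidin donor/nickel chelate acceptor beads (10 ug/mL final), 30 min dark, luminescence read.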
JMJD2A Tudor inh: qHTS Assay for Inhibitors of JMJD2A-Tudor Domain. Lysine-specific demethylase 4A (Homo sapiens), O75164. AlphaScreen JMJD2A-Tudor / H3K4me3 peptide binding. Potency, µM (highest dose often 114 µM), without a hit: top-dose activity change, negative = inhibition, usual class: inhibitors. 390,000 tested, 4.4% active. AID 504339, 2011; note: % is set by controls: 0 for no effect and ±100 for the full control effect; nearly all actives have a fitted effect of over 50% in size
Pin1 inh: qHTS Assay to Find Inhibitors of Pin1. Potency, µM (doses to about 115 µM), inactives show at the top dose activity, negative = inhibition, hits mostly inhibitors. 390,000 tested, 0.009% active. AID 504891, 2011. Pin1 FP peptide displacement, HiFluor488, 10 min; active = well fitted inhibition curve with a large enough effect in the polarisation, with a control signal flat, not every such curve was filed as active; inconclusive = small, poorly fitted or top-dose-only effect, or effect the other way, or a change in a side signal; inactive = no such curve, though single readings can be large or run the other way; the % refers to the polarisation; note: % is set by controls: 0 for no effect and ±100 for the full control effect
Target sequence (Q13526 whole entry, looked up): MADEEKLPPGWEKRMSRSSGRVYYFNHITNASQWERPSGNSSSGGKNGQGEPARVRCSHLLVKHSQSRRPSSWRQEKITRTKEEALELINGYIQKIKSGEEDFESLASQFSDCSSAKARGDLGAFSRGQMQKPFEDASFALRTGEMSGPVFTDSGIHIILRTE
PGK inhibitor: qHTS Assay to Find Inhibitors of Phosphoglycerate Kinase; Phosphoglycerate kinase, glycosomal (Trypanosoma brucei brucei), P07378; PGK/GAPDH coupled, Kinase-Glo luminescence, 60 min; Potency, µM (highest dose often 57.5 µM), for the others: at the top dose activity change, negative = inhibition, usual class: inhibitors; 380,000 tested, 0.043% active; AID 602233, 2012; note: % is set by controls: 0 for no effect and ±100 for the full control effect; nearly all actives have a fitted effect of over 60% in size
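Recombinant glycosomal PGK reaction used 1,3-bisphosphoglycerate generated in-well by GAPDH (100nM final) in 100mM TEA pH 7.6, 5mM MgCl2, 0.01% Tween-20. After 60 minutes at room temperature, ATP was read by Kinase-Glo Plus luminescence end-point.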
POLI inh: qHTS for Inhibitors of Polymerase Iota; 390,000 tested, 1% active; AID 588590, 2011; Potency, µM (titrated, usually from 115 µM), without a hit: at the top dose activity, negative = inhibition, usual class: inhibitors; Pol iota fluorescent replication assay, 10 min
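Fluorescent replication assay read twice, at 0 min and 10 min after adding 50 nM (final) substrate. Enzyme (10 nM) and compounds were first incubated 15 min at room temperature; enzyme-free buffer wells were negative controls.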
BAZ2B block: qHTS Assay for Inhibitors of BAZ2B; 360,000 tested, 4.4% active; Potency, µM (titrated, usually from 114 µM), for the others: at the top dose activity change, negative = inhibition, hits mostly inhibitors; AID 504333, 2011; Bromodomain adjacent to zinc finger domain protein 2B (Homo sapiens), Q9UIF8; AlphaScreen BAZ2B-H3K14Ac peptide displacement; note: % is set by controls: 0 for no effect and ±100 for the full control effect; nearly all actives have a fitted effect of over 60% in size
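BAZ2B 50 nM plus b-H3(5-23)K14Ac 50 nM, PBS pH 7.4/0.01% Tween-20, 30 min RT; compound added (max 110 uM), 30 min RT; streptavidin donor/Ni-chelate acceptor beads 10 ug/mL final, 20 min dark; AlphaScreen read.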
GLS inhibitor: qHTS for Inhibitors of Glutaminase (GLS); GLS enzymatic activity, qHTS titration; Potency, µM (doses to about 45.5 µM), for the others: at the top dose activity change, negative = inhibition, usual class: inhibitors; 410,000 tested, 0.21% active; note: % is set by controls: 0 for no effect and ±100 for the full control effect
Target sequence (O94925 whole entry, looked up): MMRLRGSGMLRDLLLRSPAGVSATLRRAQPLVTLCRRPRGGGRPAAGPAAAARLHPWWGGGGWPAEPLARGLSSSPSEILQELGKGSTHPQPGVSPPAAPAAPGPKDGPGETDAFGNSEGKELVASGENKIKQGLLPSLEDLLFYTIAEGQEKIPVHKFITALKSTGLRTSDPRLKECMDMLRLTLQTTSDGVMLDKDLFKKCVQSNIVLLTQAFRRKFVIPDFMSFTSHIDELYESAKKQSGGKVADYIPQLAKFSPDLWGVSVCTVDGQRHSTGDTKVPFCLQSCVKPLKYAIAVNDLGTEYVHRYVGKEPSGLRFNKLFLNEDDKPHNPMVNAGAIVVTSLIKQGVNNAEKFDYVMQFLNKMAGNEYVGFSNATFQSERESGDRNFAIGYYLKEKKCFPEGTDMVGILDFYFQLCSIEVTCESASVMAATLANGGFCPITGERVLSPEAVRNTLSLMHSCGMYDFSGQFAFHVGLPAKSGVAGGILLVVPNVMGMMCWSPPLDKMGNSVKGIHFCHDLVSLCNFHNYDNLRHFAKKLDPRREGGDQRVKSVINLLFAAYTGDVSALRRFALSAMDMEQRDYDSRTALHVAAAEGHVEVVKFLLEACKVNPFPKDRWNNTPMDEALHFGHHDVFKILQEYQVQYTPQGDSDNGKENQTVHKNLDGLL
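Glutamate formation by hKGA was monitored fluorometrically using coupled glutamate oxidase, HRP and Amplex Red. Substrate was added as 1 mM L-glutamine solution; incubation was 30 min at RT after an initial read.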
BLM inh: qHTS Assay for Inhibitors of Bloom's syndrome helicase (BLM) | RecQ-like DNA helicase BLM (Homo sapiens), P54132 | recombinant BLM DNA unwinding, fluorescence dequenching | Potency, µM (highest dose often 56.1 µM), without a hit: top-dose activity change, negative = inhibition, usual class: inhibitors | 350,000 tested, 0.2% active;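 note: plate controls were vehicle for no effect and no enzyme for full effect; nearly all actives have a fitted effect of over 35% in size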
G9a block: qHTS Assay for Inhibitors of Histone Lysine Methyltransferase G9a; Histone-lysine N-methyltransferase EHMT2 (Homo sapiens), Q96KQ7; G9a H3K9 monomethylation, AlphaScreen, 2 h; Potency, µM (highest dose often 102 µM), inactives show at the top dose activity, negative = inhibition, usual class: inhibitors; 350,000 tested, 8.8% active; AID 504332, 2011; note: % is set by controls: 0 for no effect and ±100 for the full control effect; nearly all actives have a fitted effect of over 75% in size
Target sequence (Q96KQ7 913-1193 limits assumed): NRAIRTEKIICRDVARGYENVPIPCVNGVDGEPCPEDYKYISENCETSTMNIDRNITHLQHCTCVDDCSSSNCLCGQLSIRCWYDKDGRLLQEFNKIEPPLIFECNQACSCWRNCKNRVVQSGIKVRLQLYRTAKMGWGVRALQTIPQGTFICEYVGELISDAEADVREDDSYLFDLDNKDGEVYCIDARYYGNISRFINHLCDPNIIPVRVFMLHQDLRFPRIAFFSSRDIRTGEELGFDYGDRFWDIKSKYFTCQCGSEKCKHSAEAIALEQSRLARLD
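Enzyme 20 nM + cpd, 15 min RT; add b-H3K9 pep 500 nM / SAM 20 uM; 2 h RT; anti-H3K9me1 Ab 0.5 ug/mL + SA donor / anti-rabbit acceptor beads 20 ug/mL each, 10 min; AlphaScreen read.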
* marks the source's active call; other numbers are inactive results; i = inactive; ? = inconclusive; nt = not tested or not shown; [ ] = dose if it differs, or a comment. Unless noted, calls come from the whole dose curve; as a rule, active = well fitted curve in the direction sought with a large enough effect; inconclusive = small, poorly fitted or top-dose-only effect, or another doubt; inactive = no such curve, though single readings can be large; an effect the other way counts as inactive or inconclusive. Potency is the fitted concentration of half-maximal effect. An excerpt; rates above refer to the full screens.

molecule	HP1b binding inh	JMJD2A Tudor inh	Pin1 inh	PGK inhibitor	POLI inh	BAZ2B block	GLS inhibitor	BLM inh	G9a block
CCOC(=O)c1cccc(NC(=O)c2cc(C)nc3c2c(C)nn3-c2ccc(C)cc2)c1	91%[activator]	23%	54%[activator]	-8%	29%	9%	0%	-8%	33%[59 µM]
Cc1ccc(CC(NC(=O)c2ccccc2)C(=O)NC(Cc2ccccc2)C(=O)O)cc1 (stereo unspecified)	4%	-29%	2%	-1%	36%[activator]	-20%	4%	-5%	2%
CCCNc1ncnc2c1cnn2C1CCCCO1 (stereo unspecified)	30%	-8%	-2%	0%	71%[activator]	nt	3%	nt	nt
O=C(CCCCCNC(=O)c1ccccc1)N/N=C/c1ccccc1	31%[activator]	5%	-4%	4%	74%[activator]	-16%	-6%	0%	25%[59 µM]
O=C(N/C(=C\c1cccc(Br)c1)C(=O)N1CCOCC1)c1ccco1	8%	-10%	-8%	-6%	29%	-2%	-12%	1%	8%
NC1=NC(=O)S/C1=C\c1ccc(F)cc1	19%	-10%	25%	-1%	122%[activator]	-9%	-9%	-7%	14%
Cc1ccccc1CNC(=O)c1ccc(Cn2c(SCc3ccccc3)nc3cccnc32)cc1	21%	-17%	?	i	-27%	-27%	-3%	-4%	-27%[59 µM]
O=C(NCc1ccccc1)c1cc(S(=O)(=O)N2CCOCC2)ccc1F	17%	-6%	?	i	10%	-4%	8%	-1%	?

Next part:
molecule	HP1b binding inh	JMJD2A Tudor inh	Pin1 inh	PGK inhibitor	POLI inh	BAZ2B block	GLS inhibitor	BLM inh	G9a block
O=C(O)CCC(=O)Nc1ccc(N=Nc2ccccc2)cc1	-1%	-20%	-12%	0%	61%[activator]	-29%	5%	-1%	?
COc1ccc(NS(=O)(=O)c2ccc3c(c2)NC(=O)C(C)S3)cc1 (stereo unspecified)	18%	-23%	7%	6%	-8%	-27%	-1%	-8%	1%[59 µM]
O=[N+]([O-])c1cc(Cl)cc(C2=NCCN2)c1	2%	-18%	-9%	-1%	-6%	4%	-6%	-3%	35µM*
O=C(Nc1nc2ccc(F)cc2s1)c1cccs1	21%	-11%	1%	-2%	23%	1%	3%	2%	-3%
O=C(CSC1=NC(=O)C(c2ccccc2)C(=O)N1)Nc1ccccc1[N+](=O)[O-] (stereo unspecified)	?	-20%	-3%	-8%	?	nt	-6%	-5%	?
O=C(NCc1cccnc1)c1ccccc1Br	15%	-13%	-3%	-6%	9%	14%	2%	2%	-8%[59 µM]
CC1Cc2ccccc2N1C(=O)CSc1nnnn1Cc1ccccc1 (stereo unspecified)	36%	-5%	12%	-2%	4%	-6%	0%	-1%	-5%
CCCNc1cc(=S)nc(N)[nH]1	?	22µM*	5%	0%	-8%	-30%	-7%	3%	0.63µM*

Continued.
molecule	HP1b binding inh	JMJD2A Tudor inh	Pin1 inh	PGK inhibitor	POLI inh	BAZ2B block	GLS inhibitor	BLM inh	G9a block
CCC1CCCCN1Cc1c(O)ccc2c(=O)c(-c3ccccc3)coc12 (stereo unspecified)	31%	-7%	-7%	2%	123%[activator]	-20%	-20%	-6%	-14%[0.501 µM]
Cc1cc(NS(=O)(=O)c2cccc([N+](=O)[O-])c2)no1	25%	-17%	-3%	1%	-6%	-13%	-5%	-2%	21%
COc1ccc(Cc2nnc(SCC(=O)c3ccc(OC)cc3)o2)cc1	44%[activator]	16%	1%	1%	10%	-5%	20%	-10%	-4%[12.7 µM]
O=C(O/C(=C/c1ccccc1)C(F)(F)F)c1ccccc1	196%[activator]	118%[activator]	-5%	0%	58%[activator]	nt	-19%	nt	nt
O=C(NCc1nnc(SCC(=O)N2CCC(Cc3ccccc3)CC2)o1)c1ccccc1F	12%	-24%	-2%	-12%	2%	-5%	-4%	-6%	45µM*
Cc1ccc(OCC(=O)NCc2cccs2)c([N+](=O)[O-])n1	10%	-14%	-1%	i	-1%	-19%	4%	-1%	43%[12.7 µM]
CCOc1cc(C(=O)Nc2cc3c(cc2N2CCCC2)n(C)c(=O)n3C)cc(OCC)c1OCC	32%	-29%	-1%	6%	8%	89µM*	-1%	-12%	nt
Cc1cc(Nc2ccc(Cl)cc2)n2nnnc2n1	42%[activator]	-12%	11%	-5%	31%[activator]	5%	-4%	-4%	6%[12.7 µM]

(further entries)
molecule	HP1b binding inh	JMJD2A Tudor inh	Pin1 inh	PGK inhibitor	POLI inh	BAZ2B block	GLS inhibitor	BLM inh	G9a block
Cc1ccc(OS(=O)Nc2cccc3nccnc23)cc1 (stereo unspecified)	22%	?	0%	-2%	-5%	-33%	17%	-1%	-1%
NC(=O)c1ccccc1NS(=O)(=O)c1ccc2c(c1)OCCO2	26%	6%	-5%	-4%	-5%	?	nt	-1%	-7%
CC1Cc2ccccc2N1C(=O)COC(=O)C1=COCCO1 (stereo unspecified)	22%	4%	-3%	2%	-2%	17%	0%	0%	13%[59 µM]
CNC(=O)N(O)C1N(/N=C/c2cccnc2)C(=S)SC1(C)C (stereo unspecified)	11%	-18%	-2%	-10%	14%	-17%	16%	1%	30%
COc1ccc(CNC(=O)COC(=O)c2cccc(S(=O)(=O)N3CCOCC3)c2)cc1	29%	-6%	7%	-2%	8%	11%	-11%	nt	33%[12.7 µM]
CC(C)Oc1ccc(C(CC(=O)O)NC(=O)C2CCCCC2)cc1 (stereo unspecified)	34%	7%	-1%	i	10%	-10%	10%	-1%	?
COc1cc(C2NC(=O)NC3=C2C(=O)OC3)cc(OC)c1OC (stereo unspecified)	-7%	-7%[11.4 µM]	-6%	-8%	-13%	-3%	0%	-1%	-9%[59 µM]
CCOCCCNC(=O)C(c1ccccc1)N(Cc1ccc2c(c1)OCO2)C(=O)CNC(C)=O (stereo unspecified)	14%	-1%	-3%	-4%	21%	-2%	0%	0%	?

3 compounds already listed, sorted by the value under HP1b binding inh, smallest number first:
molecule	HP1b binding inh	JMJD2A Tudor inh	Pin1 inh	PGK inhibitor	POLI inh	BAZ2B block	GLS inhibitor	BLM inh	G9a block
O=C(O)CCC(=O)Nc1ccc(N=Nc2ccccc2)cc1	-1%	-20%	-12%	0%	61%[activator]	-29%	5%	-1%	?
CCOCCCNC(=O)C(c1ccccc1)N(Cc1ccc2c(c1)OCO2)C(=O)CNC(C)=O (stereo unspecified)	14%	-1%	-3%	-4%	21%	-2%	0%	0%	?
CCOc1cc(C(=O)Nc2cc3c(cc2N2CCCC2)n(C)c(=O)n3C)cc(OCC)c1OCC	32%	-29%	-1%	6%	8%	89µM*	-1%	-12%	nt

Other records:
molecule	HP1b binding inh	JMJD2A Tudor inh	Pin1 inh	PGK inhibitor	POLI inh	BAZ2B block	GLS inhibitor	BLM inh	G9a block
COc1ccc(Nc2nc3c(S(=O)(=O)c4ccccc4)nnn3c3ccc(Cl)cc23)c(OC)c1	34%	13%	-1%	-2%	0%	1%	-14%	-6%	6%[59 µM]
Cn1cccc1/C=N\NC(=O)C1COc2ccc(C(C)(C)C)cc2O1 (stereo unspecified)	7%	-11%	3%	-11%	9%	35µM*	6%	-13%	nt
CN(C)CCCN(C(=O)c1ccco1)c1nc2ccc(Cl)cc2s1	19%	-16%	0%	-10%	18%	?	11%	58%[activator]	?
COc1ccc(NC(=O)CCc2nnc3n(C)c(=O)c4sccc4n23)cc1	4%	8%	1%	nt	?	1%	-1%	0%	-12%[59 µM]
O=C(CSc1n[nH]c(-c2ccncc2)n1)c1cccc([N+](=O)[O-])c1	27%	-15%	-6%	0%	?	-31%	8%	-13%	22µM*
O=C(NCc1ccc(F)cc1)c1ccc(S(=O)(=O)Nc2cccc(C(F)(F)F)c2)cc1	33%	-6%	13%	-1%	5%	4%	-8%	-10%	?
O=C(NC1CCCC1)C(c1ccccn1)N(C(=O)c1csnn1)c1ccc(F)cc1 (stereo unspecified)	-3%	14%	-1%	-10%	0%	2%	-5%	1%	28%
Cc1c(NC(=O)c2ccc(Cl)c(S(=O)(=O)N3CCOCC3)c2)c(=O)n(-c2ccccc2)n1C	21%	-6%	2%	i	-10%	5%	-2%	-3%	16%[59 µM]

Additional records.
molecule	HP1b binding inh	JMJD2A Tudor inh	Pin1 inh	PGK inhibitor	POLI inh	BAZ2B block	GLS inhibitor	BLM inh	G9a block
Cc1cc2nc(C3CCCN(C(=S)Nc4ccccc4)C3)[nH]c2cc1C (stereo unspecified)	8%	-17%	0%	nt	2%	4%[57.1 µM]	20%	1%	38%[0.501 µM]
COc1ccc(NS(=O)(=O)c2cccc(C(=O)OCC(=O)NC3CC3)c2)cc1	45%[activator]	-16%	1%	0%	-4%	0%	7%	2%	13%
CC(=O)c1ccc(S(=O)(=O)Nc2ccc(-n3cnnn3)cc2)cc1	41%[activator]	-4%	-3%	-8%	40µM*	-29%	-6%	nt	?
O=C(CSc1ccc(Cl)cc1)Nc1nnc(-c2ccco2)o1	47%[activator]	?	0%	2%	10%	50µM*	3%	nt	-38%
O=C(CN1C(=O)c2ccccc2C1=O)NCCOc1ccccc1	19%	-24%	2%	-2%	-8%	0%	-3%	-9%	-33%
O=C(NCc1ccc(/C=N\NC(=O)C(=O)Nc2ccccc2Br)o1)C(=O)Nc1ccccc1	38%	-13%	1%	-2%	?	-8%	3%	-5%	nt
COc1cccc(C2C(C(=O)OC(C)C)=C(C)N=c3s/c(=C\c4ccc(C(=O)O)cc4)c(=O)n32)c1 (stereo unspecified)	-31%	?	-2%	-5%	?	?	-2%	-2%	-5%[59 µM]
CC(C)c1nc2n[nH]c(N)c2c2c1CSC(C)(C)C2	4%	-15%	-13%	5%	8%	-29%	16%	-10%	-35%[59 µM]
